USP2a block: qHTS Assay for Inhibitors of Ubiquitin-specific Protease USP2a Using CHOP2 as the Reporter | Potency, µM (series often up to 38.3 µM), inactives show at the highest dose activity change, negative = inhibition, hits mostly inhibitors | 330,000 compounds, 0.01% hits | AID 463254, 2010 | Ubiquitin carboxyl-terminal hydrolase 2 (Homo sapiens), O75604 | USP2 core, Ub-CHOP2 coupled fluorogenic reporter, 485/531;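 note: potency is the fitted concentration of half-maximal effect; plate controls were DMSO wells for no effect and full inhibition by NEM control for full effect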
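USP2 core (10nM final) preincubated 30min RT with compound in 20mM Tris-HCl pH 8.0, 2mM CaCl2, 2mM beta-mercaptoethanol, 0.05% CHAPS; 25nM Ub-CHOP2 plus 25nM reporter substrate added, fluorescence (Ex485/Em531) read after 60min.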
B2AR arrestin: qHTS assay of beta-arrestin-biased ligands of beta2-adrenergic receptor. Potency, µM (series often up to 46.1 µM), for inactives: at the top dose activation, usual class: activators. 330,000 compounds, 0.02% hits. Beta-2 adrenergic receptor (Homo sapiens), P07550. beta-arrestin recruitment to beta2AR, cell-based reporter;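 note: potency is the fitted concentration of half-maximal effect; 0% = DMSO controls and full agonism = EC100 isoproterenol or metaproterenol; nearly all actives have a fitted effect of over 65% in size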
Target sequence (P07550 whole entry, looked up): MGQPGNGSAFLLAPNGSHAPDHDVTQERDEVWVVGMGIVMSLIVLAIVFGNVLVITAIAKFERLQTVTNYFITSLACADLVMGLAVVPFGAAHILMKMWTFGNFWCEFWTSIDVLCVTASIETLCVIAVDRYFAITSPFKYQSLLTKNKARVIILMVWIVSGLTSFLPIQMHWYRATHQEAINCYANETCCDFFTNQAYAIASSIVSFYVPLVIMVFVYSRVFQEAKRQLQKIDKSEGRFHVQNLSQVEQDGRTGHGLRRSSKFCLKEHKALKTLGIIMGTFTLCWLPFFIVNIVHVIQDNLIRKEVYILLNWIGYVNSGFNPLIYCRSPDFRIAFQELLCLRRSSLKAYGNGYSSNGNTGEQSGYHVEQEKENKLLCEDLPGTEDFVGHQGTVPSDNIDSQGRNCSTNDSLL
KCNH2 3.1 inh: qHTS for Inhibitors of KCHN2 3.1: Mutant qHTS. Potassium voltage-gated channel subfamily H member 2, brain isoform KCNH2 3.1 (human). U2OS KCNH2 3.1, thallium flux FluxOr; stronger effect = lower value. activity change, % (tested at about 1.8 µM). 340,000 compounds, 0.95% hits. AID 720553, 2013;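 active = maximum activity change below -70%; inconclusive = maximum activity change from -70% to -50%; inactive = maximum activity change above -50%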;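 note: thallium influx rate constant from kinetic fluorescence after stimulation buffer; % is set by controls: 0 for no effect and ±100 for the full control effect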
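Normalized rate constant (relative to positive and negative DMSO controls) derived from a 2 min kinetic fluorescence read after stimulation; U2OS cells expressing the 3.1 isoform via virus at 1.77 x 10^8 /mL.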
FBPA coupling cs: qHTS Assay for Inhibitors of Fructose-1,6-bisphosphate Aldolase from Giardia Lamblia: Coupling assay counterscreen; coupling enzyme system counterscreen, AmpLite Red fluorescence; 290,000 compounds, 0.67% hits; AID 2472, 2010; activity change, negative = inhibition, % at 58.2 µM, hits read low; in the data active = activity change below about -30%; note: % is set by controls: 0 for no effect and ±100 for the full control effect
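First, compound is pin-transferred into glyceraldehyde-3-phosphate coupling-enzyme reagent at 57.5 uM final and held 10 min at RT. Next, substrate, coupling system and AmpLite Red are added. After 20 min RT, fluorescence (525/598 nm) is read.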
GALK inh: qHTS Assay for Inhibitors of Human Galactokinase (GALK) | P51570 | Purified GALK, Kinase-Glo residual ATP luminescence | Potency, µM (highest dose often 57.5 µM), for inactives: top-dose activity change, negative = inhibition, most hits filed as inhibitors | 270,000 compounds, 0.007% hits | AID 1868, 2009; note: potency is the fitted concentration of half-maximal effect; % is set by controls: 0 for no effect and ±100 for the full control effect
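Human GALK (5 nM) with 35 uM ATP and 100 uM galactose in 20 mM HEPES pH 8.0, 5 mM MgCl2, 60 mM NaCl, 1 mM DTT, 0.01% BSA. After 1 h at room temperature, leftover ATP was read by Kinase-Glo Plus luminescence.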
Giardia kill: Small Molecules that selectively kill Giardia lamblia: qHTS; activity change, % at 7.66 µM, hits read low; AID 540267, 2011; Giardia lamblia trophozoite viability; 340,000 compounds, 0.15% hits; in the data active = activity change below about -80%; inconclusive = between about -30% and that limit;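 note: parasites exposed to compound for two days anaerobically before the ATP read; % is set by controls: 0 for no effect and ±100 for the full control effect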
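Giardia lamblia trophozoites (100 cells/well) were incubated with compounds for 48 h at 37 deg C under anaerobic conditions. Viability was read as ATP content by one-step luminescence after 15-30 min at room temperature.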
TRPV1 ag: HTS Assay for Compounds that Act as Agonists of the Vanilloid Receptor 1; TRPV1-expressing cells, Fluo-8 calcium influx, agonist mode; 320,000 compounds, 0.19% hits; AID 540275, 2011; activation, % at 8.33 µM; Transient receptor potential cation channel subfamily V member 1 (Homo sapiens), Q8NER1; in the data active = activation above about 80%; inconclusive = between about 30% and that limit; note: 0% is about no effect
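Cells expressing TRPV1 were dye-loaded with Fluo-8 and read kinetically: 10 s baseline, 3 min after compound (agonist portion), then 2 min after EC20 capsaicin (allosteric enhancer portion). Calcium-bound dye fluorescence at 480/520 nm.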
Menin MLL FP TR: qHTS Assay for Inhibitors Targeting the Menin-MLL Interaction in MLL Related Leukemias: Competition With Texas Red Labeled MLL-derived Mutant Peptide; Potency, µM (doses to about 61.6 µM), inactives show at the top dose FP activity change, negative = inhibition, usual class: inhibitors; 270,000 compounds, 0.23% hits; O00255; Menin + Texas Red MLL mutant peptide, fluorescence polarization; AID 1768, 2009; active = well fitted inhibition curve with a large enough effect in the polarisation, with a control signal flat, not every such curve was filed as active; inconclusive = small, poorly fitted or top-dose-only effect, or effect the other way, or a change in a side signal; inactive = no such curve, though single readings can be large or run the other way; the % refers to the polarisation; note: potency is the fitted concentration of half-maximal effect; % of control where 0% means no effect; many of its hits are not listed in these tables
Target sequence (O00255 whole entry, looked up): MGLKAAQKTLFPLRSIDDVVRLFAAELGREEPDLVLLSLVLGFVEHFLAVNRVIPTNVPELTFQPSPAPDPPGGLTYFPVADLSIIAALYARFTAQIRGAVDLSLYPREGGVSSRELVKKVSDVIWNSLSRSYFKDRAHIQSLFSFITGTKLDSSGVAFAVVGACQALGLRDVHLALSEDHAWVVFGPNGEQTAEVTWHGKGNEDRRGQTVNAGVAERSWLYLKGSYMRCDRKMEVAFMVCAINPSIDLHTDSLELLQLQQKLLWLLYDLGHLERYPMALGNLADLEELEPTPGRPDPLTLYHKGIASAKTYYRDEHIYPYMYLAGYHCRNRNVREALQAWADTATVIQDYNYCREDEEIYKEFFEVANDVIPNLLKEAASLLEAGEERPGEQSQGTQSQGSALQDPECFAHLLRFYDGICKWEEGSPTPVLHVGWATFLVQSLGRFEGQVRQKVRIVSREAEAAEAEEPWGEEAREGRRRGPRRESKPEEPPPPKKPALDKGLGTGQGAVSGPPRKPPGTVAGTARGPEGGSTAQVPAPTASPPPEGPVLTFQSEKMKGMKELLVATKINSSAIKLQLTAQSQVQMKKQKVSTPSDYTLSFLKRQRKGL
MLL CXXC-DNA inh: qHTS Fluorescence Polarization Assay for Inhibitors of MLL CXXC domain - DNA interaction | Histone-lysine N-methyltransferase 2A (Homo sapiens), Q03164 | MLL-CXXC / FITC-HOXA9 DNA fluorescence polarization | Potency, µM (titrated, usually from 115 µM), inactives show top-dose activity change, negative = inhibition, most hits filed as inhibitors | 290,000 compounds, 0.037% hits | AID 2662, 2010; active = well fitted inhibition curve with a large enough effect in the polarisation, with a control signal flat, not every such curve was filed as active; inconclusive = small, poorly fitted or top-dose-only effect, or effect the other way, or a change in a side signal; inactive = no such curve, though single readings can be large or run the other way; the % refers to the polarisation; note: potency is the fitted concentration of half-maximal effect
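Fluorescence polarization: 7 uM MLL-CXXC (stock) preincubated 5 min with compounds, then 50 nM fluorescein-HOX-A9 DNA (stock) added; 30 min ambient. Buffer 50 mM Tris-HCl pH 7.5, 50 mM NaCl, 1 mM DTT, 0.05% BSA.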
PKM2 activator: qHTS Assay for Activators of Human Muscle isoform 2 Pyruvate Kinase. Pyruvate kinase PKM (Homo sapiens), P14618. purified PKM2, Kinase-Glo ATP luminescence, activation; response scale: 0% is enzyme alone, no compound. Potency, µM (doses to about 57.5 µM), inactives show at the top dose activation, usual class: activators. 260,000 compounds, 0.34% hits; note: potency is the fitted concentration of half-maximal effect; % is set by controls: 0 for no effect and ±100 for the full control effect; nearly all actives have a fitted effect of over 55% in size
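Purified hPK-M2 (>95% pure) converted ADP (0.1 mM final) to ATP with 0.5 mM PEP in 50 mM imidazole pH7.2, KCl, MgCl2, Tween 20, BSA; 1 h at room temperature. ATP detected by Kinase-Glo luminescence.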
KCNH2 WT inh: qHTS for Inhibitors of KCHN2 3.1: Wildtype qHTS. Voltage-gated inwardly rectifying potassium channel KCNH2 (Homo sapiens), Q12809. U2OS, BacMam KCNH2, thallium flux FluxOr; stronger effect = lower value. activity change, % at 1.84 µM. 340,000 compounds, 0.37% hits;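 active = maximum activity change below -70%; inconclusive = maximum activity change between -70% and -50%; inactive = maximum activity change above -50%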; note: % is set by controls: 0 for no effect and ±100 for the full control effect
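U2OS cells transduced with wild-type KCNH2 virus are loaded with FluxOr dye for 45 min, and thallium flux is measured in kinetic reads before and after stimulation buffer. Rate constants are normalized to DMSO controls.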
Numbers without * were called inactive; ? = inconclusive; . = no result given; & = joins results of further samples; [ ] = remark or other dose. Unless noted, calls come from the whole dose curve; as a rule, active = well fitted curve in the direction sought with a large enough effect; inconclusive = small, poorly fitted or top-dose-only effect, or another doubt; inactive = no such curve, though single readings can be large; an effect the other way counts as inactive or inconclusive.

SMILES	USP2a block	B2AR arrestin	KCNH2 3.1 inh	FBPA coupling cs	GALK inh	Giardia kill	TRPV1 ag	Menin MLL FP TR	MLL CXXC-DNA inh	PKM2 activator	KCNH2 WT inh
Cc1cc(-c2nnc(-c3cc4ccccc4oc3=O)o2)c(C)n1-c1ccccc1	2%	0.6%	-18	0	-1%	-14	11	1%	2%	-2%	4
O=C(O)CCCCCCCCCCCNC(=O)NC12CC3CC(CC(C3)C1)C2	0%	-0.1%	2	.	.	-4	0	.	.	.	-1
COc1ccc(OCC(=O)N2CCN(c3cccc(Cl)c3)CC2)cc1	1%	-0.2%	-15	2	-3%	0	19	0%	2%	-1%	-9
CN(C)CCCN(C(=O)c1sc2ccccc2c1Cl)c1nc2c(F)cccc2s1	-8%	0.0%	-4	7	1%	-21	0	-12%	8%	-5%	-2
CCCCC(CC)CNC(=O)c1cc2ccccc2c(=O)o1 (stereo not given)	1%	-0.3%	-22	2	.	-12	?	0%	6%	0%	9
CC(=O)N1CCN(C(=S)NC(=O)C23CC4CC(CC(C4)C2)C3)CC1	1%	0.2%	13	-3	0%	1	7	3%	2%	-6%	-20
O=C(Cn1c(=O)n2ncnc2c2c3c(sc21)CCCC3)c1ccccc1	-2%	-0.6%	15	5	-3%	9	1	-2%	9%	-3%	6
Cc1cc(-c2ccccc2)nc(N(C)NC(=O)c2ccc(Cl)cc2)c1S(C)(=O)=O	-6%	0.3%	-9	-1	2%	-10	16	1%	0%	0%	-2
CCC(CC)C(=O)Nc1cccc(C(=O)Nc2nccs2)c1	3%	0.1%	-16	0	-1%	2	-1	29%	-8%	0%	2
CCOc1ccccc1NC(=O)c1sc2nc(C)nc(N3CCOCC3)c2c1C	-5%	0.7%	2	-1	17%	14	?	-14%	1%	2%	2
COC(=O)CCn1c(C)cc(C(=O)COc2ccccc2C(N)=O)c1C	5%	-0.1%	-2	2	9%	6	2	-26%	4%	-1%	4
CCN(CC(=O)Nc1c(C(=O)OC)[nH]c2ccccc12)c1ccc2c(c1)OCO2	-14%	10%	2	3	-1%	-4	-7	-14%	-3%	-5%	25
COC(=O)c1cc2cc(OC)ccc2n1C	-2%	-0.1%	25	.	.	8	-1	.	.	.	7
COc1ccc(-c2cc(C(=O)O)c(C)o2)cc1OC	3%	-0.1%	.	1	1%	-5	3	10%	1%	12%	1
CCN(CC)S(=O)(=O)c1ccc(N2CCN(c3ccccc3OC)CC2)c(N)c1	-16%	0.0%	-14	1	10%	-1	1	?	7%	-1%	4
CCC1CCCCN1CCCNC(=O)c1ccc(/C=C2/Sc3ccccc3NC2=O)cc1 (stereo not given)	-2%	0.0%	-96*	.	0%	-4	2	.	13%	.	?
COC(=O)/C=C/C(=O)N1CCN(c2ccccc2)CC1	0%	-1.1%	36	1	4%	1	9	5%	4%	-13%	-7
CC(Oc1ccc2c3c(c(=O)oc2c1)CCC3)C(=O)NCCN1CCOCC1 (stereo not given)	-7%	-0.1%	-3	0	6%	0	0	?	-2%	1%[0.46 µM]	-6
COc1ccc(NS(=O)(=O)c2cccc(C(=O)N/N=C(\C)c3cccnc3)c2)cc1	1%	-1.1%	5	.	.	-14	3	.	.	.	-10
O=C(c1sc2ccccc2c1Cl)N1CCN(c2ccccn2)CC1	1%	-0.1%	6	0	4%	13	25	-8%	?	-4%	-5
COc1cc2c(cc1OC)C(c1ccccc1)NC(C)(C)C2 (stereo not given)	1%	0.0%	-2	1	-3%	?	0	?	2%	.	0
Cc1ccn2c(Nc3ccccc3C)c(-c3ccncc3)nc2c1	-2%	-0.4%	-10	0	1%	-13	0	5%	12%	-6%	-24
O=C(COC(=O)c1cccc(C(=O)OCC(=O)c2ccc(Br)cc2)n1)c1ccc(Br)cc1	0%	2.4%	-37	1	0%	-4	3	-4%	52%[activator]	-18%	-10
Cc1ccsc1/C=N/N=C1\C(=O)Nc2ccccc21	0%	0.4%	-12	0	2%	-10	-5	3%	-1%	9%	11
CN(C)c1ccc(NS(=O)(=O)c2cccc(Cl)c2)cc1	0%	-0.5%	0	-2	1%	12	10	-5%	-1%	3%	-2

Reprinted from the part before: four compounds, then new ones.
SMILES	USP2a block	B2AR arrestin	KCNH2 3.1 inh	FBPA coupling cs	GALK inh	Giardia kill	TRPV1 ag	Menin MLL FP TR	MLL CXXC-DNA inh	PKM2 activator	KCNH2 WT inh
Cc1ccn2c(Nc3ccccc3C)c(-c3ccncc3)nc2c1	-2%	-0.4%	-10	0	1%	-13	0	5%	12%	-6%	-24
O=C(COC(=O)c1cccc(C(=O)OCC(=O)c2ccc(Br)cc2)n1)c1ccc(Br)cc1	0%	2.4%	-37	1	0%	-4	3	-4%	52%[activator]	-18%	-10
Cc1ccsc1/C=N/N=C1\C(=O)Nc2ccccc21	0%	0.4%	-12	0	2%	-10	-5	3%	-1%	9%	11
CN(C)c1ccc(NS(=O)(=O)c2cccc(Cl)c2)cc1	0%	-0.5%	0	-2	1%	12	10	-5%	-1%	3%	-2
COC(=O)c1cnn(-c2ccccc2)c1N	-1%	-0.9%	2	-2	0%	-8	3	.	-1%	0%	3
COc1ccccc1-c1c(C#N)c(N)nc2c1CCc1ccccc1-2	-14%	2.7%	7	-25	1%	-10	-6	?	-2%	-10%	-6
Cc1cc2c(cc1C)NC(c1ccccn1)C1=C(CC(C)(C)CC1=O)N2 (stereo not given)	0%	-0.6%	5	-9	2%	19	3	-1%	0%	2%	1
Cc1ccc(NC(=O)COC(=O)c2ccc(NC(=O)CC#N)cc2)cc1S(=O)(=O)N1CCOCC1	?	0.1%	-19	.	.	29	.	.	.	.	1
COc1ccc(COc2ccccc2C(=O)NCc2ccccc2)cc1F	0%	-1.8%	-5	2	0%	10	?	-19%	6%	0%	3
O=C(Nc1ccc(Cc2ccncc2)cc1)C1CCC(N2C(=O)C3C4C=CC(C4)C3C2=O)CC1 (stereo not given)	6%	-0.6%	-1	3	-2%	9	30	1%	10%	6%	3
O=C(CN1C(=O)NC2(CCCCC2)C1=O)Nc1ccc2c(c1)CCC2	0%	-0.8%	-9	0	-2%	6	?	9%	5%	-1%	.
CCN1C(=S)N[C@@H](c2ccccc2)C(C(=O)OC)=C1C	1%&0%	-0.4%&-0.3%	-25	4&-1	.	1	-2&-6	-1%&-19%	3%&1%	0%&0%	1
Cc1ccc(S(=O)(=O)c2ccc(Cl)cc2)cc1S(=O)(=O)NC(C(=O)O)C(C)C (stereo not given)	1%	-0.1%	3	0	0%	-4	-4	-4%	-15%	-4%	-20
Cc1ccc(C)c(N2CC(C(=O)Nc3nccs3)CC2=O)c1 (stereo not given)	0%	-1.5%	5	3	16%	16	-3	13%	-12%	-1%	-3
NC(=O)c1cc(-c2csc(-c3cccnc3)n2)ccc1O	-4%	0.0%	-4	1	-1%	-11	-1	6%	-1%	-2%	-2
CCOC(=O)c1c(C)[nH]c(C)c1C(=O)COC(=O)c1cccnc1Cl	-1%	-0.2%	14	.	.	0	.	.	.	.	1

Bioassay records deposited in PubChem BioAssay by National Center for Advancing Translational Sciences (NCATS).

A portion of the library (hit frequency here may not be typical).
